Screens as filed in PubChem BioAssay.
RAD52 inh: RAD52 (human) annealing inhibition | P43351 | recombinant RAD52 DNA annealing, FRET fluorescence | inhibition, % at 18.7 µM | 0.46% of 360,000 active | AID 651710;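 active means every replicate showing at least 50% inhibition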
Target sequence (P43351 whole entry, looked up): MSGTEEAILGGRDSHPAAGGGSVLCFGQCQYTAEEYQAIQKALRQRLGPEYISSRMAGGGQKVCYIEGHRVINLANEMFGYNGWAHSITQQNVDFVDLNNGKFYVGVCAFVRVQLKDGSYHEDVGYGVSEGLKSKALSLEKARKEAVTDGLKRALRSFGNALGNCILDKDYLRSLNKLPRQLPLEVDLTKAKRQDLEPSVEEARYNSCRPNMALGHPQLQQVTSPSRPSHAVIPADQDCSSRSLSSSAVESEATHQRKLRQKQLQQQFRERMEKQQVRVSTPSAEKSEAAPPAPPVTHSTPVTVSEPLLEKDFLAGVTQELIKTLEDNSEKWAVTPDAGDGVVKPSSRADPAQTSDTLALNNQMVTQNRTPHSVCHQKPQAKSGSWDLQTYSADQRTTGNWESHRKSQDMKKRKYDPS
ERAP1 HTS inh: blocks human ERAP1 aminopeptidase activity; recombinant ERAP1, Leu-AMC fluorescence, 60 min; Q9NZ08; 0.15% of 340,000 active; inhibition, % at 10.7 µM;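 active means mean replicate inhibition of at least 30%, or all replicates individually reaching that 30% level; inactive means mean below 30% and not every replicate reaching it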;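 further: 0% = neutral control wells and 100% = L-leucinethiol positive control wells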
PGC1a acetyl inh: lowers PGC1a acetylation signal in U2OS cells; AlphaScreen anti-acetyl-lysine; with virally co-expressed GCN5 acetyltransferase; inhibition, % at 15.6 µM; 0.17% of 350,000 active; AID 651687;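 active means every replicate shows inhibition of at least 40%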;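 further: 0% = neutral control wells and 100% = positive control wells; some results beyond the cut were filed as inactive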
miR-122 sensor: inhibitors of miR-122 in Huh7 cells | Huh7 miR-122 Renilla luciferase sensor, 48 h; neutral wells = 0, positive control = 100 | activation (reporter increase), % at 12.5 µM | 0.3% of 340,000 active | AID 602342;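 active means mean replicate activation score at least 90 and every replicate individually at or above 90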;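 further: higher luciferase means less miR-122 activity so hits act as miR-122 inhibitors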
Cneo AK release: Cryptococcus neoformans lysis via adenylate kinase release; 0.2% of 360,000 active; lysis activity, % at 15 µM; C. neoformans lysis, adenylate kinase release luminescence, 4 h; normalised: neutral wells 0, clomiphene wells 100;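 active means mean lysis activity across replicates of at least 80%, whatever share of replicates individually reach that level; inactive means mean lysis activity below 80%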
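Assay system: C. neoformans cells. Amount: yeast cell density of 5 × 10^6 cells/mL. Technique: AK luminescence. Buffer or medium: YPD. Times: static 4 h at 37 °C with compound, 1 h detection. Dosing: single-point compound dose. Read-out: lysis from increased AK signal.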
PglD DTNB: PglD (C. jejuni) enzyme inhibition; purified PglD enzyme, DTNB colorimetric CoA detection; inhibition, % at 12.5 µM; 0.098% of 360,000 active; AID 602405; in the data active means inhibition above about 16%, passing the limit was not always enough; further: strong numbers were not always called active
RAD54 branch: inhibitors of human RAD54 branch migration; AID 602329; Q92698; inhibition, % at 10.4 µM; RAD54 Holliday junction branch migration, FAM/BHQ fluorescence; 0.14% of 360,000 active;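 active means mean normalized replicate activity at least 40 and at least half of replicates scoring 40 or more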;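 further: 0% = median of neutral control wells and 100% = median of positive control wells; inhibitors cause a drop in the FAM fluorescence signal; in these data hits start at about 50%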
E-sel inducer: induces E-selectin expression in human endothelial cells; P16581; HUVEC E-selectin immunofluorescence imaging; normalized: neutral wells 0, TNF-alpha wells 100; activation, % at 7.58 µM; 0.37% of 260,000 active;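 active means mean E-selectin-positive cell signal at least 10% of the positive control, reached in at least 60% of replicates, without over 20% cell loss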;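 further: in these data hits start at about 27%; measured in HUVEC primary endothelial cells; signal is the percent of cells scored E-selectin positive by PE staining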
Target sequence (P16581 whole entry, looked up): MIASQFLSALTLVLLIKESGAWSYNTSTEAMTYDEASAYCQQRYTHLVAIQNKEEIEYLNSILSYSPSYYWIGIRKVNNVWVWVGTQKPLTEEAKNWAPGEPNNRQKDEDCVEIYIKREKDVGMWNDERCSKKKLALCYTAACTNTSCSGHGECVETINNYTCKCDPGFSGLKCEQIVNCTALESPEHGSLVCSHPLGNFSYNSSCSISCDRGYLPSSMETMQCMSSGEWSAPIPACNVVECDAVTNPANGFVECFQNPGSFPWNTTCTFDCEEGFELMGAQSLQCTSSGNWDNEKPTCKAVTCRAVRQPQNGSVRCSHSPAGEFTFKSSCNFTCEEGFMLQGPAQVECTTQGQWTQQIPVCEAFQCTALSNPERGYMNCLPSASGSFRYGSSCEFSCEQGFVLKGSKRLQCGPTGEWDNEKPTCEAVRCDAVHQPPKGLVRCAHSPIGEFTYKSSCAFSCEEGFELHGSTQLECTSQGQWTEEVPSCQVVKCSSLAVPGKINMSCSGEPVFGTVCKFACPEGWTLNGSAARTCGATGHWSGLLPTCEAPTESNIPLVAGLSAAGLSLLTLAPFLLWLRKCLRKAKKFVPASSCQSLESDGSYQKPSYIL
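Test system: HUVEC | Signal: Immunofluorescence imaging | Read-out: Percent E-selectin-positive cells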
* hit, by the source's call; x = not tested or not shown; [ ] = dose if it differs, or a comment.

SMILES	RAD52 inh	ERAP1 HTS inh	PGC1a acetyl inh	miR-122 sensor	Cneo AK release	PglD DTNB	RAD54 branch	E-sel inducer
O=C1CCC2(CCCCC2)N1	1	3	-6	1	1	-2	-15	0.0
CC(C)NC(=O)c1ccccc1NC(=O)CS(=O)(=O)Cc1ccccc1	-5	1	-1	-1	0	-5	-1	x
COCCOC(=O)C1=C(C)NC(=O)NC1c1cccc2ccccc12 (stereo not given)	-10	1	6	-3	0	6	1	x
O=C(NCC(c1cccs1)N1CCOCC1)c1ccc(Br)o1 (stereo not given)	x	x	8	-1	0	-9	2	x
C[C@@H]1CN([C@@H](C)CO)C(=O)Cc2cc(NS(=O)(=O)c3ccc(F)cc3)ccc2O[C@H]1CN(C)Cc1ccncc1	7	3	-2	7[16.7 µM]	5	-2	5	-0.2
CC(C)(CNC(=O)CO/N=C1/C=C2CCC3C(C(O)C[C@@]4(C)C3CC[C@]4(O)C(=O)CO)[C@@]2(C)CC1)C(O)C(=O)O (stereo not given in full)	-10	0	13	2	-1	3	13	-0.2
O=C(CNS(=O)(=O)c1cccs1)NCCc1ccc(Cl)cc1	-13	1	x	4	5	-2	-3	x
CCCCOC(=O)c1ccc(OC(=O)c2cccnc2)cc1	x	x	-3	5	-3	-1	-1	x
Clc1cccc(NCc2nnc(SCc3ccccc3)o2)c1	x	x	-12	6	1	-2	3	x
CCCCCn1c(CNC(=O)CC)nc2ccccc21	-10	4	x	x	3	-6	-7	0.6
O=C1/C(=C/c2ccc(F)cc2)SC(=S)N1CCCC(=O)N1CCCCC1CCO (stereo not given)	-38	5	12	3	1	x	2	x
Cc1ccc(C(=O)OCC(=O)Nc2ccccc2)cc1S(=O)(=O)N1CCCCC1	-8	2	-7	x	1	4	0	x
O=C(COC(=O)CNS(=O)(=O)c1ccc(Br)cc1Cl)NC1CC1	-11	4	-2	-2	-1	5	3	-0.6
COc1ccc(-c2cnc3c(c2)C(=O)N([C@H](C)CO)C[C@@H](C)[C@@H](CN(C)C(=O)Cc2ccncc2)O3)cc1	-10	-3	5	-3[16.7 µM]	-5	0	-1	-0.2
O=C(NCCc1nnc2ccc(N3CCCCCC3)nn12)c1ccccc1	-10	-2	x	x	8	-7	-6	1.7
CCN(CC)/C(Sc1ccccc1)=C(/C(Cl)=C(Cl)Cl)[N+](=O)[O-]	-10	-1	x	x	5	-16	-7	x
C[C@H](CO)N1C[C@H](C)[C@H](CN(C)S(=O)(=O)c2ccc(Cl)cc2)Oc2ccc(NS(=O)(=O)c3ccc(Cl)cc3)cc2C1=O	5	0	1	13[16.7 µM]	3	7	-2	1.7
CCC(C)N1CCN(S(=O)(=O)Cc2ccccc2)CC1 (stereo not given)	-10	0	-4	8	1	3	8	x
O=C(COC(=O)c1ccccc1F)NC(=O)NC1CCCC1	1	-2	0	-1	1	8	-23	0.9
S=C1NCCOCCNC(=S)NCCOCCOCCN1	9	1	-3	-1	1	3	6	0.0
COc1cc2c(cc1OC)CN(C(=O)COc1ccc(C)c(C)c1)CC2	x	x	-38	-11	1	14	7	x
CCOc1cc(/C=N/NC(=O)c2nnn(-c3nonc3N)c2C)ccc1OCc1ccc(F)cc1	7	-6	-12	-1	1	-2	9	x
C[C@@H]1CN([C@@H](C)CO)C(=O)c2cc(NC(=O)Cc3ccccc3)ccc2O[C@@H](C)CCCCO[C@H]1CN(C)C	-26	0	4	3[16.7 µM]	0	-2	11	-0.2
CCOC(=O)C1CCN(c2c(Nc3cc(C)cc(C)c3)c(=O)c2=O)CC1	-18	x	5	2	-1	4	5	2.0

The last five compounds of the section before come first, to join the parts.
SMILES	RAD52 inh	ERAP1 HTS inh	PGC1a acetyl inh	miR-122 sensor	Cneo AK release	PglD DTNB	RAD54 branch	E-sel inducer
S=C1NCCOCCNC(=S)NCCOCCOCCN1	9	1	-3	-1	1	3	6	0.0
COc1cc2c(cc1OC)CN(C(=O)COc1ccc(C)c(C)c1)CC2	x	x	-38	-11	1	14	7	x
CCOc1cc(/C=N/NC(=O)c2nnn(-c3nonc3N)c2C)ccc1OCc1ccc(F)cc1	7	-6	-12	-1	1	-2	9	x
C[C@@H]1CN([C@@H](C)CO)C(=O)c2cc(NC(=O)Cc3ccccc3)ccc2O[C@@H](C)CCCCO[C@H]1CN(C)C	-26	0	4	3[16.7 µM]	0	-2	11	-0.2
CCOC(=O)C1CCN(c2c(Nc3cc(C)cc(C)c3)c(=O)c2=O)CC1	-18	x	5	2	-1	4	5	2.0
CCOC(=O)c1c(-c2ccccc2)nnn1-c1nc(OC)nc(N2CCOCC2)n1	x	x	2	2	-3	-7	-1	x
COCC1CCN(C(=O)c2cc(COc3ccc(-n4cncn4)cc3)on2)CC1	-24	-7	-2	-6	-1	11	6	-0.1
Cc1cccc([C@@H]2[C@@H]3C(=O)N(Cc4ccccc4)C(=O)[C@@H]3[C@]3(Cc4ccccc4)C(=O)N(c4ccc(C(F)(F)F)cc4)C(=O)N23)c1	-6	1	x	x	7	2	5	-0.1
O=C(CCCc1ccccc1)NCc1ccc(Cl)cc1	1	-3	x	4	-1	-7	1	0.0
OC(c1cccc(CN2CCCCC2)c1)c1ncc(-c2ccccc2Cl)[nH]1 (stereo not given)	-17	-2	18	24	0	0	5	0.0
O=C1c2ccccc2C(=O)N1c1cc([N+](=O)[O-])ccn1	-6	-1	-4	5	1	-1	-1	x
FC(F)(F)c1ccccc1NC(=S)Nc1cccc(Cl)c1	-12	-2	0	-5	2	2	2	x
CCCC1(C(=O)OCC)NC(c2ccc(O)cc2)C2C(=O)N(c3ccc4c(c3)OCCO4)C(=O)C21 (stereo not given)	-18	3	-11	4	0	-3	8	x
CC1(C(=O)O)CCCN1C(=O)c1cccc(OC(F)(F)F)c1 (stereo not given)	-8	19	1	4	1	0	3	-0.1
O=C(COC(=O)CSc1ccc([N+](=O)[O-])cc1)NCCc1ccccc1	-15	1	-3	-3	1	-4	-11	0.1
COc1ccc(CNC(=O)C(C)N2CCN(S(=O)(=O)c3ccccc3F)CC2)cc1 (stereo not given)	-21	1	x	x	-4	3	-2	-0.3
COC(=O)c1ccc(Cn2nc(-c3ccc(C)c(C)c3)ccc2=O)cc1	-5	-3	-20	x	0	-3	-11	1.8
CN1C(=O)c2cc(NC(=O)NCc3ccccc3)ccc2OC[C@@H]2O[C@H](CC(=O)NCC3CCCCC3)CC[C@H]21	16	2	-6	-24[16.7 µM]	-2	-2	5	0.8
O=C(Nc1ccc(Oc2cccnc2)cc1)C1CCN(Cc2ccccc2)CC1	-83	-2	0	-4	-2	-2	-2	0.0
C[C@H]1CN([C@@H](C)CO)S(=O)(=O)c2ccc(/C=C/c3ccccc3)cc2O[C@H]1CN(C)Cc1ccccc1	31	1	1	-9[16.7 µM]	3	-1	18	x
CC1(C)c2[nH]c3ccccc3c2C[C@@H]2C(=O)N(Cc3ccccc3F)C(=O)N21	-136	x	-4	3	1	-3	2	-0.1
O=C(c1ccc(S(=O)(=O)Nc2ccccc2)cc1)N1CCCC1	-9	0	x	1	-5	1	6	1.6
Cc1cc(C)c(S(=O)(=O)c2c(C)cccc2C)c(OCC(C)C)n1	x	x	x	-1	-2	-1	-3	x
Cc1ccc(OCCN2C(=O)c3ccccc3C2=O)c(C)c1	x	x	3	5	-1	-6	8	x
NCC[C@@H]1CC[C@@H](NS(=O)(=O)Cc2ccccc2)[C@H](CO)O1	2	0	-7	-17[16.7 µM]	56	14	4	0.5
Cc1cc(Br)ccc1NC(=S)NC1CCCC1	-6	-2	2	67	10	1	6	-0.1
COc1ccccc1CN1CC(C(=O)NCCN(C)CCc2ccccc2)CCC1=O (stereo not given)	11	-1	1	-6	1	3	-9	x
COc1cccc(S(=O)(=O)N[C@@H]2CC[C@H](CC(=O)NCc3ccncc3)O[C@H]2CO)c1	3	0	-8	-8[16.7 µM]	19	2	6	-0.3
O=S(=O)(c1cc(F)ccc1F)N1CCN(C2CCCCC2)CC1	-6	0	0	5	0	1	1	x

Reformatted with two lines to a compound: entries from further up.
Below each compound: RAD52 inh | ERAP1 HTS inh | PGC1a acetyl inh | miR-122 sensor | Cneo AK release | PglD DTNB | RAD54 branch | E-sel inducer
O=C(c1ccc(S(=O)(=O)Nc2ccccc2)cc1)N1CCCC1
    -9 | 0 | x | 1 | -5 | 1 | 6 | 1.6
Cc1cc(C)c(S(=O)(=O)c2c(C)cccc2C)c(OCC(C)C)n1
    x | x | x | -1 | -2 | -1 | -3 | x
Cc1ccc(OCCN2C(=O)c3ccccc3C2=O)c(C)c1
    x | x | 3 | 5 | -1 | -6 | 8 | x

Additional results
SMILES	RAD52 inh	ERAP1 HTS inh	PGC1a acetyl inh	miR-122 sensor	Cneo AK release	PglD DTNB	RAD54 branch	E-sel inducer
O=C(CN1C(=O)NC2(CCCC2)C1=O)Nc1cccc(-c2nnc3n2CCCCC3)c1	x	x	3	-3	8	-11	0	x
COC(=O)[C@]1(CCC(=O)OC(C)(C)C)N=C(c2ccc(OCCCO)cc2)O[C@@H]1c1ccccc1N=[N+]=[N-]	-5	-5	x	x	-3	14	0	x
N/C(=N\OC(=O)c1ccc(F)cc1)c1cccc([N+](=O)[O-])c1	-8	2	13	-3	-18	7	-1	x
O=C(COc1ncnc2ccccc12)Nc1cc([N+](=O)[O-])ccc1F	-21	-6	2	14	1	0	2	2.4
COc1ccc(-c2ncccc2OC(=O)C23CC4CC(CC(C4)C2)C3)cc1OC	-1	0	9	-5	1	0	-3	x
C[C@@H]1CN([C@@H](C)CO)C(=O)Cc2cc(NC(=O)NC3CCCCC3)ccc2O[C@@H]1CN(C)Cc1ccc(C(=O)O)cc1	-8	0	-2	-3[16.7 µM]	-1	-3	-4	3.9
CC(C)NC(=O)N(C)C[C@@H]1Oc2ccc(NS(=O)(=O)c3cn(C)cn3)cc2C(=O)N([C@@H](C)CO)C[C@@H]1C	-14	1	-2	-1[16.7 µM]	-3	-2	4	0.0
COc1ccc(N2CCN(S(=O)(=O)CCNC(=O)COc3ccccc3)CC2)cc1	-11	0	x	x	3	5	-11	x
O=C1COc2ccc(S(=O)(=O)CCC(=O)N3CCN(c4cccc(C(F)(F)F)c4)CC3)cc2N1	-11	-3	-12	-6	-1	0	9	x
CO[C@H]1CN(C)C(=O)c2cc(NC(=O)Cc3ccccc3)ccc2OC[C@@H](C)N(CC2CC2)C[C@H]1C	5	-1	3	x	3	-2	1	0.1
O=c1c(O)c(-c2ccccc2)oc2cc(O)ccc12	-7	-4	1	-4	1	1	-2	0.0
COc1ccc(NC(=O)Nc2ccc3c(c2)C(=O)N([C@H](C)CO)C[C@@H](C)[C@H](CN(C)S(=O)(=O)c2ccc(OC)cc2)OCCCC[C@@H](C)O3)cc1	x	x	-11	-1[16.7 µM]	-1	-3	-13	-0.3
CCOC(=O)c1cnc2c(c(C)nn2C)c1Oc1ccc(Cl)cc1	x	x	x	18	0	-3	-4	-2.3
